Source: PubChem BioAssay (Southern Research Specialized Biocontainment Screening Center)
M. tuberculosis HTS: M. tuberculosis growth inhibition, HTS (AID 449762); M. tuberculosis H37Rv growth inhibition, 7H9 media; higher % means a stronger effect; 330,000 tested, 0.59% active; inhibition, % at 25 µM; hits with a dose series show IC50 in µM; in the data active = a potency from the dose series; inconclusive = inhibition above about 70% without an active follow-up result;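 note: bacterial growth assessed after seven days of incubation; strong numbers were not always called active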
VEEV TC-83 Vero: inhibitors of VEEV TC-83 cytopathic effect, confirmation, Vero cells (AID 588727) | Vero cells, VEEV TC-83 cytopathic effect inhibition; higher % means a stronger effect | inhibition, % at 20 µM, or IC50 in µM where a hit was titrated | 350,000 tested, 0.13% active; in the data active = a potency from the dose series; inconclusive = inhibition mostly from about 14% at the one dose, without a potency; inactive = the rest, 99 in 100 with inhibition below about 12%; note: strong numbers were not always called active
M. tuberculosis: growth inhibition of non-replicating M. tuberculosis (AID 488890); Mycobacterium tuberculosis non-replicating, growth inhibition; higher % means a stronger effect; inhibition, % at 25 µM, or IC50 in µM where a hit was titrated; 320,000 tested, 0.39% active; in the data active = a potency from the dose series; inconclusive = inhibition mostly from about 82% at the one dose, without a potency; inactive = the rest, 99 in 100 with inhibition below about 76%;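 note: plate controls were DMSO cells for no effect and high antibiotic wells for full effect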
PhoP GFP inhibition: Inhibition of PhoP regulon, Salmonella typhi GFP reporter cells, confirmation, 4 h (AID 1850); Salmonella Typhi PhoP-promoter GFP reporter, fluorescence, 4 h; higher % means a stronger effect; inhibition, % at 50 µM, or IC50 in µM where a hit was titrated; 310,000 tested, 0.33% active; in the data active = a potency from the dose series; inconclusive = inhibition mostly from about 25% at the one dose, without a potency; inactive = the rest, 99 in 100 with inhibition below about 19%;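 note: 0% = induced wells with vehicle and 100% = uninduced wells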
H1N1 NS1A inhibition: NS1A inhibition, H1N1 influenza, cell based functional assay (AID 504329). NS1A functional cell-based assay, percent inhibition; higher % means a stronger effect. inhibition, % at 12.5 µM, or IC50 in µM where a hit was titrated. 340,000 tested, 0.3% active; in the data active = a potency from the dose series; inconclusive = inhibition above about 27% without an active follow-up result; note: strong numbers were not always called active
VEEV TC-83 Vero 10K pilot screen: also measured in VEEV TC-83 Vero; calls as there; inhibition, %; measured here: 10K pilot screen inhibition
* hit, by the source's call; i = inactive; ? = inconclusive; · = no result given.

SMILES | M. tuberculosis HTS | VEEV TC-83 Vero | M. tuberculosis | PhoP GFP inhibition | H1N1 NS1A inhibition | others
CCCCn1c(N)c(N(CC)C(=O)C2COc3ccccc3O2)c(=O)[nH]c1=O (stereo not drawn) | · | 1.7% | · | · | -13.2%
COc1ccc(-c2nn(-c3ccccc3)cc2/C=C/C(=O)O)cc1[N+](=O)[O-] | -3.3% | i | -2.2% | -1.2% | 5.7%
CSc1ccc(S(=O)(=O)N2CCC(C(=O)NCCCn3ccnc3)CC2)cc1 | 0.4% | 2.1% | -1.1% | -4.9% | -0.5%
COC(=O)c1cc(NC(=O)COC(=O)CCc2c[nH]c3ccccc23)cc(C(=O)OC)c1 | · | 4.4% | · | · | 1.7%
CC(C)(C)n1nc2c(c1NC(=O)Cc1ccc(F)cc1)CS(=O)(=O)C2 | 1.6% | 2.2% | -14.4% | -5.2% | 6.0%
COc1ccccc1C=NNc1ccc([N+](=O)[O-])cn1 | · | 1.2% | · | · | -1.2%
CCOC(=O)N1CCN(C(=O)c2ccc3c(c2)NC(=O)/C(=C/c2ccccc2)S3)CC1 | ? | 3.6% | 65.7% | 9.4% | -8.4%
Cc1cccc(C)c1NC(=O)NNC(=O)c1cc(C(C)(C)C)nn1Cc1ccccc1 | -6.2% | 4.7% | 4.9% | 3.3% | 3.1%
Cc1cccc(/C=c2\s/c(=C\C(=O)C(C)(C)C)[nH]c2=O)c1 | 5.66µM* | 6.0% | ? | -6.4% | 3.0%
CCCC(c1nnnn1Cc1ccco1)N1CCC(C(N)=O)CC1 (stereo not drawn) | -4.0% | i | · | -2.0% | -1.3%
CC1=C(C(=O)Nc2ccccc2)C(c2ccccn2)n2nc(CCCO)nc2N1 (stereo not drawn) | -3.3% | i | · | -7.8% | -23.3%
Clc1ccccc1/C=N/Nc1cc(N2CCOCC2)ncn1 | 1.0% | 0.2% | -7.2% | -7.2% | 17.6%
COc1ccccc1N1CC(C(=O)OCc2nc(N)nc(Nc3ccccc3)n2)CC1=O (stereo not drawn) | -8.7% | 1.1% | -8.7% | · | -2.4%
Cc1ccc(CNC(=O)CCCN2C(=S)NC(C)(C)CC2C)cc1 (stereo not drawn) | 2.9% | i | -3.5% | -1.9% | -3.8%
CN(C(=O)COc1ccc(Oc2ccccc2)cc1)C1CCS(=O)(=O)C1 (stereo not drawn) | 0.8% | 0.5% | 23.0% | -8.4% | -5.2%
O=C(Nc1cccc(F)c1)N1C2CCC1CC(O)(c1cccnc1)C2 (stereo not drawn) | -6.3% | 1.2% | 62.8% | -10.4% | 10.1%
O=C(COC(=O)COc1ccc(Cl)cc1)Nc1ccc2c(c1)OCCO2 | 7.1% | 0.1% | 58.9% | · | -3.4%
CC1=Nc2cc(C(=O)N3CCC4(CC3)OCCO4)ccc2Sc2ccc(Cl)cc21 | 8.5% | 5.4% | 11.3% | 2.9% | -2.0%
CCOc1ccccc1N(CC(=O)NCc1ccc(OC)cc1)S(C)(=O)=O | -7.9% | i | 0.1% | 5.8% | -4.6%
O=C(Cc1ccc(F)cc1)Nc1ccccc1Sc1ccccc1 | -6.6% | 0.9% | 29.6% | 4.4% | 10.2%
CCn1nc(NS(=O)(=O)c2ccc(F)cc2)c2cc3cccc(C)c3nc21 | -3.6% | 1.7% | 15.3% | 11.8% | -4.2%
O=c1oc2ccccc2cc1-c1nc2c(s1)CCc1ccccc1-2 | 8.6% | 3.5% | 43.7% | -9.8% | -22.0%
CCC1=Nc2cc(C(=O)O)ccc2Sc2ccccc21 | -7.7% | 6.0% | -0.8% | -5.1% | 4.7%
O=C1c2ccccc2C(=O)c2c1cccc2N(CCO)CCO | -1.0% | 0.3% | -6.1% | -4.1% | 4.2%
COc1ccc(S(=O)(=O)N2CCOCC2)cc1NC(=O)c1cc2ccccc2o1 | · | 2.5% | · | · | -0.8%

Continued.
SMILES | M. tuberculosis HTS | VEEV TC-83 Vero | M. tuberculosis | PhoP GFP inhibition | H1N1 NS1A inhibition | others
C=CCN(CC=C)S(=O)(=O)c1ccc(NC(=S)NC(=O)c2ccc(-c3ccccc3)cc2)cc1 | 4.6% | i | 13.7% | 1.5% | 10.0%
CC(=O)N/C(=C\c1ccc(F)cc1)C(=O)N(C)C | -15.1% | i | 1.9% | -4.3% | -0.7%
Cc1c(C(=O)O)sc2nc3n(c(=O)c12)CCC(C)CC3 (stereo not drawn) | -4.1% | 1.7% | -2.0% | -17.0% | -7.5%
Cc1cc(/C=N/n2cnnc2)c(C)n1-c1ccc(Cl)cc1Cl | -6.0% | i | 53.4% | -4.6% | 6.3%
Cc1ccc(-c2csc(NC(=O)c3ccccc3F)c2C(=O)O)cc1 | 19.2% | 2.3% | 55.0% | -10.2% | -8.6%
O=C(COc1ccc(S(=O)(=O)NC2CCCCC2)cc1Cl)NCC1CCCO1 (stereo not drawn) | 4.6% | 0.1% | 10.5% | -0.7% | -13.0%
OC(c1ccccc1)(c1ccccc1)c1nccn1-c1ccccc1 | · | 10.9% | · | · | -14.5%
CCOC(=O)c1cc([N+](=O)[O-])c([N+](=O)[O-])cc1NC(C)=O | ? | ? | 2.44µM* | -5.2% | 0.2%
O=C(NCc1ccccc1)c1onc(CS(=O)(=O)c2ccc(Cl)cc2)c1C(=O)NCc1ccccc1 | -3.0% | i | -14.3% | -1.9% | 9.3% | VEEV TC-83 Vero 10K pilot screen=0.4
CC1CCN(C(=O)CCNS(=O)(=O)c2ccc(Cl)cc2)CC1 | -6.3% | i | -0.8% | 5.2% | 3.6%
O=C(Nc1cc(S(=O)(=O)N2CCOCC2)ccc1N1CCCC1)c1ccc(F)cc1 | 6.5% | 1.2% | 49.0% | · | -0.8%
Cc1nc(-c2cccc(NS(=O)(=O)c3ccc4ccccc4c3)c2)cs1 | -8.7% | i | 18.0% | 1.3% | 2.8%
O=c1ccnc(S/C=C/c2ccccc2)[nH]1 | 3.3% | 0.5% | 29.3% | 8.0% | 6.0%
COc1ccc(/C(O)=C2/C(=O)C(=O)N(c3nc(C)c(C)s3)C2c2ccco2)cc1 (stereo not drawn) | -6.8% | 3.1% | 21.1% | 0.8% | -27.0%
CCOC(=O)CNC(=O)c1cccnc1 | -4.9% | i | -15.8% | 2.7% | -34.4%
C/C(=N\O)C(=O)OC1CC(C)CCC1C(C)C (stereo not drawn) | -4.9% | i | 19.1% | 11.8% | 1.2%
O=C(CSCC(=O)N1CCCCC1)Nc1nc(-c2ccc(Cl)s2)cs1 | -4.2% | 0.4% | 51.6% | -3.9% | 6.0%
Cc1ccc(OCc2cc(C(=O)NC3CCc4ccccc43)no2)cn1 (stereo not drawn) | 7.9% | 2.6% | 37.3% | -6.7% | -6.2%
O=C(O)CCC(=O)Nc1ccc(OCC2CCCO2)cc1 (stereo not drawn) | 6.0% | 0.9% | -16.2% | 4.0% | -1.8%
O=C(N/N=C/c1cccnc1)c1ccc2c(c1)OCCO2 | -1.9% | 1.0% | 2.4% | 5.4% | 1.9%
CN1C(=O)CSc2ccc(NC(=O)N3CCC(N4CCCCC4)CC3)cc21 | 3.2% | i | 1.3% | 6.5% | 3.1%
Cc1csc(NC(=O)c2ccccc2[N+](=O)[O-])n1 | -4.0% | i | -0.4% | -1.6% | -1.9%
CCC1=NN(C(=O)Cc2ccccc2)C(O)(c2ccncc2)C1 (stereo not drawn) | -5.8% | 1.9% | -15.3% | 4.4% | -6.5%
Cc1cc(NC(=S)NC(=O)/C=C/c2ccc(S(=O)(=O)N3CCOCC3)cc2)ccc1Br | 3.9% | 4.7% | 41.3% | -8.1% | 4.0%
O=C(CCNC(=O)c1ccc([N+](=O)[O-])cc1)Nc1cccc(S(=O)(=O)N2CCCCC2)c1 | -2.7% | 0.4% | -8.9% | 2.6% | -4.7%

(cont.)
SMILES | M. tuberculosis HTS | VEEV TC-83 Vero | M. tuberculosis | PhoP GFP inhibition | H1N1 NS1A inhibition | others
CC(Oc1cccc2cccnc12)C(=O)N/N=C/c1ccccc1 (stereo not drawn) | -3.5% | 0.4% | 5.5% | -0.7% | -12.1%
O=C(O)CC(c1ccc(Cl)cc1)N1Cc2ccccc2C1=O (stereo not drawn) | 8.3% | 0.7% | 9.5% | -7.5% | -6.5%
COc1ccc(Oc2nc(C)nc3c2oc2ccccc23)cc1 | -3.9% | 6.3% | 37.8% | -7.6% | -1.4%
CN(C)S(=O)(=O)N1CCc2ccc(NC(=O)c3ccc(C(F)(F)F)cc3)cc2C1 | 10.3% | 0.7% | 47.4% | 4.8% | -1.4%
CCc1nc(SCC(=O)NCc2ccco2)c2c3c(sc2n1)CCCC3 | -7.7% | 0.4% | -22.2% | -4.2% | 1.2%
Cc1noc(C)c1CSc1ccc(Br)cc1 | -5.1% | 0.4% | 3.4% | -3.4% | -0.9%
CCN1CCN(Cc2ccc(NC(=O)c3ccc(C)c(NC(=O)c4ccnnc4)c3)cc2C(F)(F)F)CC1 | -1.4% | 0.6% | 8.0% | 3.7% | -5.3%
Cc1ccc2nc(NC(=O)CSCc3ccccc3)sc2c1 | -0.6% | 0.2% | -4.5% | 4.2% | 2.0%
COc1ccc(N(C)S(=O)(=O)c2cccc(C(=O)N3CCN(Cc4ccc5c(c4)OCO5)CC3)c2)cc1 | · | 5.5% | · | · | -7.0%
O=[N+]([O-])c1ccc(CN2CCOCCOCCOCC2)cc1 | -7.4% | i | -18.5% | -5.9% | -1.4%
COc1ccc(COCC(O)CN2CCC(C(N)=O)CC2)cc1 (stereo not drawn) | -8.6% | i | 1.7% | 4.2% | 1.5%
C[C@@H]1CN([C@H](C)CO)C(=O)c2cccc(NC(=O)Nc3ccc(F)cc3)c2O[C@H]1CN(C)C(=O)Nc1ccc(C(F)(F)F)cc1 | 68.8% | 6.7% | 54.3% | · | -6.8%
CCCOC(=O)c1ccc(Oc2c(-c3ccc(O)cc3O)n[nH]c2C)cc1 | -1.4% | 3.9% | 23.0% | -4.1% | -9.9%
Cc1ccccc1NC(=O)NNC(=O)c1ccc2ccccc2c1 | -2.1% | 2.2% | -9.7% | -11.6% | -5.7%
Oc1ccc(N2CCN(C(c3ccccn3)c3nnnn3C3CCCC3)CC2)cc1 (stereo not drawn) | -13.5% | 0.4% | 43.5% | -5.3% | -0.9%
O=C1NN(c2ccccc2)C(=O)/C1=C\c1ccccc1OCC(=O)N1CCOCC1 | 6.4% | 1.2% | 2.1% | 12.7% | 1.0% | VEEV TC-83 Vero 10K pilot screen=0.8
O=C(NC(Cc1ccccc1)C(=O)O)c1ccc(S(=O)(=O)N2CCCCC2)cc1 (stereo not drawn) | -6.0% | i | -3.1% | 4.8% | -9.0%
Cc1nc(N2CCC(C(N)=O)CC2)c2nnn(Cc3ccccc3)c2n1 | -2.1% | 0.9% | 2.2% | -10.2% | 0.9%
Cc1onc(-c2c(Cl)cccc2Cl)c1C(=O)N1C=CC(C(F)(F)F)=NCC1 | 3.5% | i | 11.8% | -1.3% | 4.5%
O=C(NC1CC1)c1ccc(S(=O)(=O)NC2CCCCCC2)cc1 | -9.9% | i | -12.5% | -5.8% | -4.0%
O=C(c1ccc2c(c1)OCO2)N1CCC(Cc2ccccc2)CC1 | 1.0% | 0.4% | 20.1% | 2.8% | 1.9%
COCCN1C(=O)N[C@@H](c2ccccc2)[C@@H](C(=O)OC)[C@H]1C | -5.2% | 0.6% | · | -29.9% | 0.8%

Grouped by structure, those above containing two or more sulfur atoms (7)
SMILES | M. tuberculosis HTS | VEEV TC-83 Vero | M. tuberculosis | PhoP GFP inhibition | H1N1 NS1A inhibition | others
CSc1ccc(S(=O)(=O)N2CCC(C(=O)NCCCn3ccnc3)CC2)cc1 | 0.4% | 2.1% | -1.1% | -4.9% | -0.5%
C=CCN(CC=C)S(=O)(=O)c1ccc(NC(=S)NC(=O)c2ccc(-c3ccccc3)cc2)cc1 | 4.6% | i | 13.7% | 1.5% | 10.0%
Cc1nc(-c2cccc(NS(=O)(=O)c3ccc4ccccc4c3)c2)cs1 | -8.7% | i | 18.0% | 1.3% | 2.8%
O=C(CSCC(=O)N1CCCCC1)Nc1nc(-c2ccc(Cl)s2)cs1 | -4.2% | 0.4% | 51.6% | -3.9% | 6.0%
Cc1cc(NC(=S)NC(=O)/C=C/c2ccc(S(=O)(=O)N3CCOCC3)cc2)ccc1Br | 3.9% | 4.7% | 41.3% | -8.1% | 4.0%
CCc1nc(SCC(=O)NCc2ccco2)c2c3c(sc2n1)CCCC3 | -7.7% | 0.4% | -22.2% | -4.2% | 1.2%
Cc1ccc2nc(NC(=O)CSCc3ccccc3)sc2c1 | -0.6% | 0.2% | -4.5% | 4.2% | 2.0%

Compounds as they come; 1.6% or so of the library scored in one or more.
